# Polio RdRp inh: poliovirus RNA polymerase inhibition. poliovirus polymerase elongation, fluorescence polarization; hits give low values. 150,000 tested, 0.66% active. % elongation, % (compound at 16.7 µg/mL). AID 588519; in the data active = % elongation below about 90%; also: some results filed as inactive read as strong as hits
# Target sequence (P03300 1749-2209 limits assumed): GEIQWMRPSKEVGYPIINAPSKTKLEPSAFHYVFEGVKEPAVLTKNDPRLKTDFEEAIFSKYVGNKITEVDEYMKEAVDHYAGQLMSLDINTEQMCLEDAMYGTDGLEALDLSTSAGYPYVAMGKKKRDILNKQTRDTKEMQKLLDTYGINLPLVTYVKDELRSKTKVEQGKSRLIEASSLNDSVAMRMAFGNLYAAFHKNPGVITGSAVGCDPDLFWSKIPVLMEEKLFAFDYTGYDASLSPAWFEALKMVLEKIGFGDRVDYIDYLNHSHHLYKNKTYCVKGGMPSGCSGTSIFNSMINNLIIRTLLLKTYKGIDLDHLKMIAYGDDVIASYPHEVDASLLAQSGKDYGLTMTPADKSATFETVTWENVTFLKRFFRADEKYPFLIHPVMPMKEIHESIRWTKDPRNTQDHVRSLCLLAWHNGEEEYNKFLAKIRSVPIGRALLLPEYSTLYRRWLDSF
# Polio RdRp inh FP z-score: recorded beside Polio RdRp inh, whose call it bears; z-score; measured here: FP z-score; hits read low
# * hit, by the source's call; & = joins results of further samples. Only part of the results is shown, so the mix of outcomes need not match the whole.
SMILES,Polio RdRp inh,Polio RdRp inh FP z-score
COc1ccc(-c2nc3c(c(SCC(=O)N(C)c4ccccc4)n2)Cc2cc(C)ccc2O3)cc1,111,2
O=C(NC1=NCCS1)c1sc2cc(F)ccc2c1Cl,102,0.2
COc1ccc(CNC(=O)c2cccnc2SC)cc1OC,104,0.1
Nc1c(-c2nc(-c3ccccc3)no2)nnn1CC(=O)Nc1cccc(F)c1,104,-0.9
COc1ccc(N2CCN(C(=O)C(CC(C)C)NS(=O)(=O)c3ccc4nc(C)sc4c3)CC2)cc1 (stereo unspecified),106,-0.4
CCCCN(C(=O)c1nn(C)c2c1CSc1ccccc1-2)C1CCN(C(C)=O)CC1,100,-0.9
CC(C)Oc1cccc(OCCn2cnc3ccccc32)c1,102,0.8
CS(=O)(=O)c1nc2ccccc2n1Cc1cccc2ccccc12,103,0.3
CNc1[nH]c(=S)nc2sc3c(c12)CCCC3,100,-0.6
O=C1CCCc2cc(S(=O)(=O)Nc3ccccc3)ccc2N1,100,-0.5
CCN(CC)C(=O)c1nn(C)c2c1CSc1ccccc1-2,101,-0.3
Cc1ccc(CN2CCSc3ccc(C(=O)N4CCN(c5ccccc5)CC4)cc32)cc1,104,0
CCOC(=O)C1CCN(c2ncnc3cc(OC)c(OC)cc23)CC1,99,-0.8
c1ccc2c(c1)COC(CCN1CCN(CCC3OCc4ccccc4CO3)CC1)OC2,103,0.7
Cc1cc(-c2ccc(C)c(S(=O)(=O)N(C)c3ccc(C)c(C)c3)c2)on1,110,0.7
Cn1cccc1/C=C/C(=O)OCc1ccccc1C#N,99,-0.7
O=C(O)C1CCCN1S(=O)(=O)c1ccc(Cl)cc1 (stereo unspecified),100,0.1
CCCc1cc(=O)n2[nH]c(C(=O)N3CCC(C)CC3)nc2n1,103,0.3
CCc1cccc2c(=O)c(C(=O)N3CCCCC3)c[nH]c12,100,-0.4
CCOC(=O)c1c(C)nc2ccccc2c1C(=O)O,111,0.9
N/C(=N\OC(=O)C1CCCS1)c1ccc(C(F)(F)F)cc1 (stereo unspecified),101,-0.2
CC1=C(C(=O)N(CC(=O)NCc2ccco2)c2ccc(Cl)cc2)SCCO1,103,0.5
CCN(CC)c1ccc(NC(=O)Cn2nc(C)n3cccc3c2=O)c(C)c1,109,0.1
CCc1c(C)nc2cc(-c3ccccc3)[nH]n2c1=O,100,-0.2
CN(C(Cc1ccc(OS(=O)(=O)c2cccc3cnccc23)cc1)C(=O)N1CCN(c2ccccc2)CC1)S(=O)(=O)c1cccc2cnccc12 (stereo unspecified),98&98,-0.5&0

# The list continues.
SMILES,Polio RdRp inh,Polio RdRp inh FP z-score
COc1ccc(/C=C(/C#N)c2nc(-c3cc4ccccc4oc3=O)cs2)cc1,103,0.1
Oc1ccccc1N1CCN(c2nc(-c3cccs3)nc3ccccc23)CC1,104,0.1
CCOC(=O)c1c(NC(=O)COC(=O)Cn2cnc3ccccc32)sc(C)c1C,95,-1
Cc1ccccc1OCCCn1c(-c2ccc(Cl)cc2)nc2ccccc2c1=O,106,0.4
CCc1ccccc1NC(c1nnc(-c2cccc(F)c2)o1)c1ccc(F)cc1Cl (stereo unspecified),108,0.8
S=C(NCC1CCCO1)N1CCN(Cc2ccccc2Cl)CC1 (stereo unspecified),101,0.2
Cc1noc2ncnc(N3CCC(C(=O)N4CCc5ccccc54)CC3)c12,100,-0.6
COc1ccc(C(=O)Nc2ccc(N3CCN(c4ncccc4C(F)(F)F)CC3)nc2)cc1,102,0.1
CCOc1ccccc1CNC(=O)C1CCN(S(=O)(=O)c2c(C)noc2/C=C/c2ccc(C)cc2)CC1,103,-0.9
CC(C)c1ccc(-c2noc(SCC(=O)N3CCCCC3)n2)cc1,104,-0.6
CC(C)CCNC(=O)c1ccc2c(=O)n(Cc3ccc(Cl)cc3)c(=S)[nH]c2c1,105,1.2
COc1ccc(C2N=C(N3CCc4ccccc43)SC(N)=C2C#N)cc1 (stereo unspecified),97,-0.8
Cc1ccc(NC(=O)CCn2c(=O)c3cccn3c3ccccc32)cc1Cl,115,1.4
CC(C)C(=O)Nc1c(C(=O)N2CCCCCC2)oc2ccccc12,100,-0.9
CCCNC(=O)N(C)Cc1ccccc1,106,0.4
CS(=O)(=O)c1ncc(Cl)c(C(=O)Nc2c(C(=O)Nc3ccccc3)oc3ccccc23)n1,121,0.4
O=C1CC(c2ccc(Cl)cc2)Sc2nc(-c3ccc(F)cc3)nn21 (stereo unspecified),106,0.3
Cc1ccc(SCC(C)CNC(=O)Nc2ccccc2)cc1 (stereo unspecified),100,-1.1
c1ccc(-c2nc(-c3ccc4c(c3)OCO4)cs2)cc1,104,0.3
COc1ccc(C2=NNC(=O)CC2)cc1,100,-0.1
CCC1(C)Cc2ccccc2-c2c1c(=O)n(Cc1ccccc1)c1nnnn21 (stereo unspecified),99,-0.6
CC(C)CNC(=O)Nc1cc(C(=O)NCc2ccc(C(C)C)cc2)ccc1N1CCCC1,109,0.6
CCCC(c1nnnn1C(C)(C)C)N(Cc1ccco1)Cc1cc2ccc(C)cc2[nH]c1=O (stereo unspecified),102,0.1
Cc1nc2ccccc2c(C)c1CC(=O)N1CCN(CCOc2ccccc2)CC1,94,-1.2
Cn1nc(C(=O)N2CCCCCC2)c2ccccc2c1=O,102,-0.3

# Additional structures follow.
SMILES,Polio RdRp inh,Polio RdRp inh FP z-score
O=c1nc(SCc2ccccc2)c2c(n1Cc1cccnc1)CCC2,95,-0.2
CCc1ccccc1Nc1nc(N)nc(CSc2ccc(F)cc2)n1,106,-0.6
Oc1c(C=NCc2ccccc2)[nH]c2ccccc12,89,-2.3
CCOc1ccc(NS(=O)(=O)c2ccc3c(c2)N(C(C)=O)CCO3)cc1,104,1
O=C(CSc1nc(=O)[nH]c2c1CCC2)NCc1ccccc1Cl,109,0.6
Cc1[nH]c2ccc(Cl)cc2c(=O)c1CN1CCCC(C)C1 (stereo unspecified),104,0.4
COc1ccc(C2C(C(=O)O)=C(C)OC2c2ccccc2)cc1 (stereo unspecified),102,0.1
CCN(C(=O)c1cc2c(s1)-c1c(C)cccc1OC2)c1cc(C)ccc1C,102,-0.7
CCC(=O)NC(c1ccco1)c1cc(Cl)c2cccnc2c1O (stereo unspecified),97,-1
COc1ccccc1C(=O)NCC(=O)Nc1ccc(-c2nnc3n2CCCCC3)cc1,101,-0.2
CCOc1ccc2nc(NC(=O)c3ccccc3)sc2c1,107,0.4
COc1ccc(C(=O)CCC(=O)Nc2cccc(C(C)=O)c2)cc1,110,0.9
CCOc1ccc(-n2c(=O)c3sc4ccccc4c3n(Cc3ccc(F)cc3)c2=O)cc1,106,0.5
CCn1c(C(=O)N2CCCC(C(=O)O)C2)cc2sccc21 (stereo unspecified),102,-0.5
CCn1nccc1C(=O)O,98,-0.9
O=C1c2ccccc2C(=O)C1(c1ccccc1)N1CCN(c2ccccc2)CC1,99,-0.6
COc1ccc2c(c1)Cc1sc(NC(=O)c3ccc(Cl)cc3)nc1-2,88*,-2.7*
CCNC(=O)c1ccccc1NC(=O)c1cccc(S(=O)(=O)N2CCCC2)c1,102,0.3
CC(Sc1nc2ccccc2n1C)C(=O)Nc1ncc(Cl)cc1Cl (stereo unspecified),102,0
Cc1cccc(OCC(=O)N(Cc2ccco2)Cc2ccco2)c1,101,-0.5
COC(=O)NCc1ccc(CNC(=O)OC)cc1,103,0.1
CCOC(=O)C1CCCN(c2ncnc3c2nnn3C)C1 (stereo unspecified),111,0.7
CC1=C(C(=O)N2CCOCC2)C(c2ccc3c(c2)OCCO3)NC(=S)N1 (stereo unspecified),105,0.4
CCc1ccccc1NC(=O)Nc1c(C)n(C)n(-c2ccccc2)c1=O,108,-0.2
O=C(COC(=O)C1(c2ccccc2F)CCCC1)N1CCCCC1,102,0.2

# Continuation:
SMILES,Polio RdRp inh,Polio RdRp inh FP z-score
O=C(COC(=O)c1cccnc1Cl)NC12CC3CC(CC(C3)C1)C2,104,0.9
COC(=O)C1CCN(C(c2ccc(OC)cc2)c2sc3ncnn3c2O)CC1 (stereo unspecified),105,0.6
CCCn1c(SCc2nc(-c3ccc(OC)cc3)no2)nnc1-c1ccncc1,100,-0.3
CC(=O)c1cc(-c2ccccc2)n(CCC(=O)Nc2ccc(C)cc2C)c1C,102,-0.3
COc1ccc(C2c3cc(OC)c(OC)cc3CCN2C(C)=O)cc1OC (stereo unspecified),104,0.6
O=C(CCCCCCCCCCCCC1CCCC1)Nc1ccc(S(=O)(=O)c2ccc(NC(=O)CCCCCCCCCCCCC3CCCC3)cc2)cc1,101,0.2
O=C(N1CC2CC(C1)c1cccc(=O)n1C2)C(F)(F)F (stereo unspecified),103,0.9
COC(=O)c1ccccc1NC(=O)C(Cc1ccccc1)N1Cc2ccccc2C1=O (stereo unspecified),111,1
O=C(NC(=S)Nc1ccccc1)c1ccco1,99,-0.3
CCOc1ccc(N(CC)C(=O)C2CCCN(S(=O)(=O)c3cccc4nsnc34)C2)cc1 (stereo unspecified),102,0.8
Cc1cc(C)cc(NC(=O)Cn2c(=O)n(Cc3ccco3)c(=O)c3oc4ccccc4c32)c1,110,0.6
Cc1ccc(-n2ncc(C(=O)N3CCN(c4ccc(Cl)cc4)CC3)c2C2CCN(C(=O)OC(C)(C)C)CC2)c(C)c1,100,-1.1
COc1ccc(C2=C/C(=C(/C#N)C(=O)NCc3ccco3)c3cc(C)ccc3O2)cc1,44,-6
CC(C)(C)OC(=O)N1CCc2nc(N3CCN(c4ncccn4)CC3)ncc2C1,108,0.4
O=C(NCc1ccc(F)cc1)c1ccc2c(c1)nnn2C1CCCC1,114,1.5
c1ccc(Cn2nnnc2-c2ccco2)cc1,101,0.1
CCCCOC(=O)Nc1cc(C)ccc1C,98,-0.5
O=C(OC1CCCCC1=O)c1ccc(-c2cccc(C(F)(F)F)c2)o1 (stereo unspecified),102,-0.1
Cc1cc(C)n(/N=C2/C(=O)Nc3ccc(Br)cc32)c(=O)c1C#N,100,-0.6
c1cncc(CNCc2cccnc2)c1,101,-0.3
CCOC(=O)c1ccc(COc2nc3ccccc3nc2-c2ccccc2NC(C)=O)o1,99,-0.8
Cc1ccc(-c2cc3c4c(C)n(Cc5ccc6c(c5)OCO6)c(C)c4c(C)nn3c2)o1,99,-0.3
CSc1nc(C)nc(N/C=C(\C#N)S(=O)(=O)c2ccccc2Cl)n1,99,-0.8
Cc1ccc(CNC(=O)Nc2cc(C(=O)NCc3cccc(F)c3)ccc2N2CCCC2)cc1,108,0.4
NC(=O)COc1ccc(C23CC4CC(CC(C4)C2)C3)cc1,101,0

# The results go on.
SMILES,Polio RdRp inh,Polio RdRp inh FP z-score
Cc1ccc(C)n1-c1ccc2c(c1)OCCO2,103,0.8
CC(=O)N1CCc2cc(S(=O)(=O)NC(CC(C)C)C(=O)NCCc3cccc(C)c3)ccc21 (stereo unspecified),105,0.2
COc1cccc(OCC(=O)NC2CC(=O)N(c3cccc(OC)c3)C2)c1 (stereo unspecified),110,0.7
C=CCN=c1scc(-c2ccc(O)c(C(N)=O)c2)n1N=C1CCCC1,108,0.8
CC1=C(Cc2cc3ccc(=O)oc3cc2O)CC(C)(C)CC1,104,0.5
Cc1ccc(N=Nc2c(N)n[nH]c2N)cc1,100,-0.9
CN(C)CCNC(=O)c1ccccn1,102,0.1
Cc1c(N=c2scc(-c3ccc4c(c3)NC(=O)CO4)n2Cc2ccccc2)c(=O)n(-c2ccccc2)n1C,93,-1
COc1cc(-c2noc(-c3ccc(N4CCN(C)CC4)c([N+](=O)[O-])c3)n2)cc(OC)c1OC,109,0.3
CCC(CC)c1nn2cc(-c3ccccc3)nc2s1,102,-1.1
Cc1c(C(=O)NCCc2ccc(Cl)cc2)oc2ccc(S(=O)(=O)N3CCC(C)CC3)cc12,104,0.5
COC(=O)/C=C1/Nc2ccccc2SC1=O,101,0
CCN(CCCNC(=O)c1cc2cc3cc(OC)ccc3nc2s1)c1cccc(C)c1,116,1
Cc1ccc(C(=O)Nc2ccc(S(=O)(=O)N3CCOCC3)cc2)cc1C,99,-0.5
O=c1c(C=Nc2ccccc2)c(O)c2c(n1-c1ccccc1)CCCC2,104,0.7
CC1(C)CC2CC(C)(CN2C(=O)COCc2cc(-c3ccco3)on2)C1 (stereo unspecified),72,-12
Cc1ccc(C(c2sc3ncnn3c2O)N2CCN(CCO)CC2)cc1 (stereo unspecified),104,0.5
COC(=O)c1ccc(C2OCC(C)(C)CO2)cc1,101,-0.2
Cc1cc(OCc2c(C)c(C)c(C)c(C)c2C)c2cc(Cl)ccc2n1,110,0.7
Cc1ccc(-c2csc(NC(=O)Nc3ccccc3)n2)cc1,102,0.1
Cc1c(C)n(Cc2ccccc2)c2ccc(C(=O)NCc3ccco3)cc12,112,1.2
O=C(N/N=C/c1ccc(N2CCCCC2)o1)c1ccco1,98,-0.6
Cc1ccccc1-c1nc(CS(=O)(=O)CC(=O)N(C)Cc2ccccc2)c(C)o1,100,-0.4
COC(=O)c1ccc(-c2ccco2)n1CC(=O)NCc1ccc(Cl)cc1,103,0.4
Cc1ccc(NC(=O)COC(=O)CCc2ccco2)cc1C,104,0.3
